# High-throughput results (PubChem)
# POLB inh – qHTS Assay for Inhibitors of DNA Polymerase Beta; Potency, µM (series often up to 114 µM), for the others: top-dose activity change, negative = inhibition, hits mostly inhibitors; 340,000 tested, 1.3% active; P06746; AID 485314, 2010; Pol beta primer extension/strand displacement, fluorescence kinetic; also: potency is read from the fitted curve at half-maximal effect; % is scaled to controls: 0 for no effect and ±100 for the full control effect
#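 Reaction started by 50 nM substrate onto compound-treated Pol beta (10 nM, 15 min preincubation, room temperature); plates read at 0 min and 10 min. Normalized concentration-effect data fitted by four-parameter Hill equation.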
# Apoferritin bind – qHTS Assay for Identification of Novel General Anesthetics. Potency, µM (highest dose often 77.5 µM), for inactives: at the highest dose activity change, negative = displacement, most hits filed as inhibitors. apoferritin/1-aminoanthracene competitive binding, fluorescence. 350,000 tested, 0.074% active. Ferritin light chain (Equus caballus), P02791; also: potency is read from the fitted curve at half-maximal effect; % is scaled to controls: 0 for no effect and ±100 for the full control effect; nearly all actives have a fitted effect of over 20% in size
#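 In PBS, apoferritin at 10 uM is loaded with 1-AMA from a 50% saturated solution. After 10 min of compound exposure at ambient temperature, reduced 535 nm fluorescence indicates probe displacement.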
# Pol iota inh – qHTS for Inhibitors of Polymerase Iota | DNA polymerase iota (Homo sapiens), Q9UNA4 | Potency, µM (top dose mostly 115 µM), for the others: at the highest dose activity, negative = inhibition, most hits filed as inhibitors | Pol iota fluorescent replication assay, 10 min | 390,000 tested, 1% active; also: potency is read from the fitted curve at half-maximal effect
# Target sequence (Q9UNA4 whole entry, looked up): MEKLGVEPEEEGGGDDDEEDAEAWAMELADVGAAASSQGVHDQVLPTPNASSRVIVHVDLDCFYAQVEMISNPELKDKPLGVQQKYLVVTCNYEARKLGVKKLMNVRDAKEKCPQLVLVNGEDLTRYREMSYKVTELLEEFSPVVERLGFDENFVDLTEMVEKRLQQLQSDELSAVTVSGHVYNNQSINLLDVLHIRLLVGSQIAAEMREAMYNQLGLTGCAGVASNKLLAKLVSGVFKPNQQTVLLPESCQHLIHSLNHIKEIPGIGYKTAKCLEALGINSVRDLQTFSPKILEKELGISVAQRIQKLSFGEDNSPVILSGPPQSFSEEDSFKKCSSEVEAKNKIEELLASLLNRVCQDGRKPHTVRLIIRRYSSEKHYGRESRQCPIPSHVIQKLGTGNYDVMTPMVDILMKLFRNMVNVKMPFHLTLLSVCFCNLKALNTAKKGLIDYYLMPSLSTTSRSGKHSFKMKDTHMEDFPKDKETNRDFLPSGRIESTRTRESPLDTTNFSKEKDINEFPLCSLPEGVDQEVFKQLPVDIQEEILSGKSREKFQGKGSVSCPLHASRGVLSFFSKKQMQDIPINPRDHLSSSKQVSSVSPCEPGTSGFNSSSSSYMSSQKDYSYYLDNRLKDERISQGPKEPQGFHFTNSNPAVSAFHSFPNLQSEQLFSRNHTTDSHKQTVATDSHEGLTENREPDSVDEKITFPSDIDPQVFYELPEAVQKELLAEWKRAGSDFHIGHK
#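 Pol iota at 10 nM preincubated 15 min with compounds at room temperature; reaction started with fluorescent substrate, 50 nM final. Fluorescence read kinetically at 0 and 10 min; buffer-only wells as negative control.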
# RXFP1 antag – qHTS Assay for Antagonists of the Relaxin Receptor RXFP1. Relaxin receptor 1 (Homo sapiens), Q9HBX9. 350,000 tested, 0.59% active. HEK293-RXFP1, relaxin-stimulated cAMP HTRF, 30 min; stronger effect = lower value. AID 1259400, 2018. activity change, negative = inhibition, % at 57.5 µM;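 active = activity change of -60% or lower, but not beyond a set lower limit; inconclusive = change between -60% and -40%, or beyond the set limit; inactive = change above -40%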; also: % is scaled to controls: 0 for no effect and ±100 for the full control effect
# Pol kappa inh – qHTS for Inhibitors of Polymerase Kappa; DNA polymerase kappa (Homo sapiens), Q9UBT6; purified Pol kappa, fluorescent DNA synthesis assay, 10 min; Potency, µM (top dose mostly 107 µM), for the others: top-dose activity, negative = inhibition, actives largely listed as inhibitors; 400,000 tested, 0.53% active; also: potency is read from the fitted curve at half-maximal effect; % is scaled to controls: 0 for no effect and ±100 for the full control effect
#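 Pol kappa 10 nM + cpd, 15 min RT; start w/ substrate 50 nM final; fluorescence kinetic read, 0 and 10 min. Neg ctrl: buffer, no enzyme.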
# Pol eta inh – qHTS for Inhibitors of Polymerase Eta; DNA polymerase eta (Homo sapiens), Q9Y253; recombinant Pol eta, fluorescent DNA replication assay; Potency, µM (doses to about 114 µM), for the others: at the highest dose activity change, negative = inhibition, usual class: inhibitors; 390,000 tested, 1.2% active; also: potency is read from the fitted curve at half-maximal effect; % is scaled to controls: 0 for no effect and ±100 for the full control effect
#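 Pol eta at 10 nM preincubated with compounds 15 min at room temperature; reaction started with fluorescent substrate (50 nM final) and read kinetically at 0 and 10 min.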
# BLM helicase inh – qHTS Assay for Inhibitors of Bloom's syndrome helicase (BLM) | AID 2528, 2010 | Potency, µM (titrated, usually from 56.1 µM), for the others: top-dose activity change, negative = inhibition, usual class: inhibitors | RecQ-like DNA helicase BLM (Homo sapiens), P54132 | 350,000 tested, 0.2% active | recombinant BLM DNA unwinding, fluorescence dequenching;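 also: potency is read from the fitted curve at half-maximal effect; plate controls were vehicle for no effect and no enzyme for full effect; nearly all actives have a fitted effect of over 35% in size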
# APEX1 inh – qHTS Assay for Inhibitors of the Human Apurinic/apyrimidinic Endonuclease 1 (APE1). DNA repair nuclease/redox regulator APEX1 (Homo sapiens), P27695. recombinant APE1, TAMRA/BHQ-2 abasic DNA cleavage fluorescence. Potency, µM (series often up to 65.8 µM), without a hit: top-dose activity change, negative = inhibition, actives largely listed as inhibitors. 350,000 tested, 0.35% active;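 also: potency is read from the fitted curve at half-maximal effect; plate controls were vehicle for no effect and reference inhibitor for full effect; nearly all actives have a fitted effect of over 55% in size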
# Target sequence (P27695 whole entry, looked up): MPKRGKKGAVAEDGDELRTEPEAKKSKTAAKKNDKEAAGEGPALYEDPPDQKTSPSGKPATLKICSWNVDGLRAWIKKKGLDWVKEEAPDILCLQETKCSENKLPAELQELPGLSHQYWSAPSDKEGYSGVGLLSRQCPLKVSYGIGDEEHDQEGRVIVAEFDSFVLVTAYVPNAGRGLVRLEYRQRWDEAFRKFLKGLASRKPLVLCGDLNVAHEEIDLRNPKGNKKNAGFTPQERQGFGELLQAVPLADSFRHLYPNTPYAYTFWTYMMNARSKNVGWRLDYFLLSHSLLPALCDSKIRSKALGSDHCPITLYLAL
#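 Enzyme (0.75 nM final) and test compound are incubated 15 min at room temperature before adding 50 nM quenched THF abasic-site duplex. Cleavage dequenches TAMRA, followed at 525/598 nm over three reads one minute apart.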
# Tb PGK inh – qHTS Assay to Find Inhibitors of Phosphoglycerate Kinase; Phosphoglycerate kinase, glycosomal (Trypanosoma brucei brucei), P07378; PGK/GAPDH coupled, Kinase-Glo luminescence, 60 min; Potency, µM (titrated, usually from 57.5 µM), for inactives: at the top dose activity change, negative = inhibition, actives largely listed as inhibitors; 380,000 tested, 0.043% active; also: potency is read from the fitted curve at half-maximal effect; % is scaled to controls: 0 for no effect and ±100 for the full control effect; nearly all actives have a fitted effect of over 60% in size
#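 Luminescent ATP detection (Kinase-Glo Plus) follows a 60-minute room-temperature incubation, with wells lacking PGK as controls. Buffer: 100 mM TEA (pH 7.6), 5 mM MgCl2, 0.01% Tween-20. Coupling enzyme GAPDH (100 nM final) supplies unstable 1,3-BPG in-well.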
# An asterisk follows results filed as active; i = inactive; ? = inconclusive; . = not tested or not shown; & = joins results of further samples; [ ] = remark or other dose. Unless noted, calls follow the shape of the dose curve; as a rule, active = well fitted curve in the direction sought with a large enough effect; inconclusive = small, poorly fitted or top-dose-only effect, or another doubt; inactive = no such curve, though single readings can be large; an effect the other way counts as inactive or inconclusive.
SMILES,POLB inh,Apoferritin bind,Pol iota inh,RXFP1 antag,Pol kappa inh,Pol eta inh,BLM helicase inh,APEX1 inh,Tb PGK inh
Cc1ccc(S(=O)(=O)Oc2ccc(/C=C(/NC(=O)c3ccccc3)C(=O)NCCC(=O)O)cc2)cc1,-2%,-11%,51%[activator],?,1%,-9%,1%,4%,7%
O=C(OCc1nnc(-c2ccccc2)o1)c1ccco1,4%,?,5%,2,-15%,6%,0%,0%,-4%
CC(=O)c1cccc(NC(=O)Nc2c(C)n(C)n(-c3ccccc3)c2=O)c1,27%,-6%,1%,-14,7%,-21%,3%,.,-8%
COc1cc(CC(=O)NCc2cccs2)cc(OC)c1OC,23%,-9%,-5%,-8,1%,-5%,1%,13%,i
CNC(=S)Nc1cc(Cl)ccc1Oc1ccccc1,-1%,-13%,8%,-5,-3%,-20%,0%,0%,-7%
Cc1nc(Cl)c(C(=O)Nc2cccc(F)c2)c(C)c1Cl,-11%,-8%,157%[activator],-10,-7%,-21%,-5%,-1%,i
COc1ccc2ccccc2c1C1CC(=O)N2CN(C3CCCCC3)CSC2=C1C#N (stereo not drawn),89µM*,-24%,?,-14,-44%,?,-21%,10%,-5%
COc1ccc(C2=NN(C(=O)CCC(=O)O)C(c3cccs3)C2)cc1 (stereo not drawn),0%,-1%,100%[activator],-10,-1%,-9%,-2%,0%,-1%
O=C(CN1CCC(N2CCCCC2)CC1)N1CCOCC1,-2%,-6%,.,.,.,.,-1%,9%,.
O=C(CCc1ccccc1)Nc1cc(S(=O)(=O)N2CCOCC2)ccc1N1CCCC1,.,.,31%[activator],-8,-12%,2%,.,38%,-10%
C[C@]12C(=O)N(c3ccc(F)cc3)C(=O)N1[C@@H]1c3ccccc3OC[C@@H]1[C@H]2c1ccccc1,85%,-5%,-2%,.,-2%,1%,-9%,-5%,-6%
O=C(NCC1CCCCC1)c1cc(Br)ccc1Cl,13%,-8%,-1%,2,-27%,-6%,-2%,17%,1%
CC(C)c1onc(C(=O)N2CCN(C(c3ccccc3)c3ccccc3)CC2)c1[N+](=O)[O-],-15%,-17%,18%,.,-9%,-6%,-3%,4%,3%
O=C(NC(=S)Nc1ccc(N2CCOCC2)c(Cl)c1)c1sc2ccccc2c1Cl,33%,-7%,10%,-1,15%[60.1 µM],-6%,-12%,0%,-8%
CC1CCc2c(sc(NC(=O)c3ccc(Cl)cc3Cl)c2C#N)C1 (stereo not drawn),22%,-6%,7%,-5,9%,-10%,-1%,.,-1%
CC1=NN(c2nc(-c3ccc(C#N)cc3)cs2)C(=O)C1,13%,-4%,34%,-23,-6%,-18%,-2%,7%,i
CC1=NC(=O)C(N=Nc2ccccc2)N1c1ccccc1 (stereo not drawn),24%,6%,14%,-19,1%,-7%,6%,8%,-1%
Cc1cc(N2C(=O)C(O)=C(C(=O)c3ccc(C)o3)C2c2ccc([N+](=O)[O-])cc2)no1 (stereo not drawn),7%,-8%,41%[activator],-12,-19%,-13%,-3%,-8%,-4%
Cc1ccc(C(C(=O)NC2CCCC2)N(Cc2ccco2)C(=O)CCC(=O)Nc2ccccn2)cc1 (stereo not drawn),22%,5%,10%,-3,-8%,-6%,-4%,1%,i
CC(NS(=O)(=O)c1ccccc1)C1COc2ccccc2O1 (stereo not drawn),-2%,-22%,9%,5,-3%,-10%,-3%,-1%,-1%
O=C(CN1CCCC1)Nc1nc(-c2ccc3c(c2)CCN3C(=O)c2ccccc2F)cs1,15%,-13%,-21%,-31,-5%,-16%,-1%,-19%,-8%
O=C(NOC(=O)c1ccccc1)c1ccccc1,45%[activator],1%,51%[activator],6,4%,-20%,-2%,6%,i
CCOc1ccccc1NC(=O)COC(=O)Cc1ccc(-c2ccccc2)cc1,48%,-2%,-12%,-1,-9%,-19%,-8%,4%,-5%
Cc1c(NS(=O)(=O)c2ccc([N+](=O)[O-])cc2)c(=O)n(-c2ccccc2)n1C,-4%,-9%,91%[activator],-4,2%,-16%,-5%,-1%,i
CC(C)(C)c1ccccc1NC(=O)CN1C(=O)NC2(CCCCCC2)C1=O,.,.,15%,-4,0%,-13%,.,41%,-9%

# (continued)
SMILES,POLB inh,Apoferritin bind,Pol iota inh,RXFP1 antag,Pol kappa inh,Pol eta inh,BLM helicase inh,APEX1 inh,Tb PGK inh
Cc1csc(=O)n1CCC(=O)OCC(=O)NCc1ccc(Cl)cc1Cl,.,.,24%,-15,-6%,-19%,.,31%,i
COc1cccc(-n2nc(C(=O)N3CC(C)CC(C)C3)c3ccccc3c2=O)c1 (stereo not drawn),-3%,?,2%,-18,1%,-9%,-1%,0%,i
CCNc1nc(Oc2ccc(=O)n(-c3ccccc3)n2)nc(N(C)C)n1,9%&-1%,-6%&-7%,4%&7%,-2&-5,-7%&4%,11%&-6%,-2%&0%,9%,2%&8%
Cn1c(Oc2ccc(Cl)c3cccnc23)nc2c1c(=O)n(Cc1ccccc1Cl)c(=O)n2C,-3%,-14%,.,.,.,.,-3%,-1%,.
Cc1cc(CNC(=O)COc2ccccc2)c2ccccc2n1,41%,-9%,81%[activator],11,-7%,-3%,-5%,-2%,2%
CC1CCCN(S(=O)(=O)c2ccc(C(=O)NC(C)c3ccccc3)cc2)C1 (stereo not drawn),.,.,1%,-9,-25%,-12%,.,4%,-5%
CCn1c(O)c(/C=N/N=C/c2ccccc2)c2ccc(C3=NNC(=O)CC3)cc21,20%,55%[activator],10%,2,-7%,-5%,0%,2%,-1%
COc1ccc2nc(NNC(=O)C3COc4ccccc4O3)sc2c1 (stereo not drawn),25%,-2%,5%,-4,7%,-7%,-4%,1%,-7%
CCOC(=O)c1ccc(NC(=O)c2c(NCc3cccs3)sc3c2CCCCC3)cc1,?,-3%,?,?,-8%[60.1 µM],79µM*,-6%,.,-3%
Cn1c(=O)[nH]c(=O)c2c1nc(NC1CCCCC1)n2CC(=O)NC1CCCCC1,15%,-3%,.,.,.,.,1%,2%,.
Cc1cccc(NC(=O)c2cc(S(=O)(=O)N3CCc4ccccc43)ccc2F)c1C,-1%,2%,0%,-5,-14%[60.1 µM],-14%,-4%,.,-5%
Cc1cc(C)cc(NC(=O)c2ncn(-c3ccccc3)n2)c1,10%,-4%,-4%,5,-13%,-14%,-5%,.,-10%
COc1ccc2nc(NC(=O)CN(c3ccc(C)cc3)S(=O)(=O)c3c(C)nn(C)c3C)sc2c1,36%,0%,-5%,-4,-16%,-12%,-2%,3%,5%
O=C(NCCN1CCN(c2ccccc2F)CC1)c1ccc2nc3ccccc3c(=O)n2c1,4%,-1%,10%,3,4%,-16%,-6%,3%,-7%
NC(=O)c1ccsc1NC(=O)CCS(=O)(=O)c1ccc(F)cc1,.,.,26%,8,-2%,-17%,.,10%,-1%
COC(=O)CSc1nnc(CNC(=O)c2ccccc2OC)n1C,0%,-7%,3%[58.9 µM],-2,-5%,-4%,1%,-5%,i
Cc1ccc(Nc2nc(C)c(CCC(C)C)c(=O)[nH]2)cc1,35%,?,-3%,-16,-9%,-2%,-2%,-1%,i
Cc1cc(C)c2cc(C#N)c(NCCNC(=S)NCCCN3CCOCC3)nc2c1,-1%,1%,12%,-2,-9%,-17%,-5%,2%,-4%
CC(C)(C)NC(=O)CSCc1c(Cl)cccc1Cl,-1%,-15%,252%[activator],1,-11%,-5%,-1%,3%,-7%
O=C(NCC1CCCO1)C(c1cccs1)N(Cc1ccccc1)C(=O)c1ccc(-c2ccccc2)[nH]1 (stereo not drawn),-12%,-14%,-3%,-17,-16%,-11%,-6%,11%,4%
Fc1ccccc1CNc1nc(-c2cccnc2)nc2ccccc12,12%,-16%,4%,-17,-11%,-6%,-5%,-14%,0%

# Quoted from the results shown (nine entries):
SMILES,POLB inh,Apoferritin bind,Pol iota inh,RXFP1 antag,Pol kappa inh,Pol eta inh,BLM helicase inh,APEX1 inh,Tb PGK inh
Cc1csc(=O)n1CCC(=O)OCC(=O)NCc1ccc(Cl)cc1Cl,.,.,24%,-15,-6%,-19%,.,31%,i
COc1cccc(-n2nc(C(=O)N3CC(C)CC(C)C3)c3ccccc3c2=O)c1 (stereo not drawn),-3%,?,2%,-18,1%,-9%,-1%,0%,i
CCNc1nc(Oc2ccc(=O)n(-c3ccccc3)n2)nc(N(C)C)n1,9%&-1%,-6%&-7%,4%&7%,-2&-5,-7%&4%,11%&-6%,-2%&0%,9%,2%&8%
Cn1c(Oc2ccc(Cl)c3cccnc23)nc2c1c(=O)n(Cc1ccccc1Cl)c(=O)n2C,-3%,-14%,.,.,.,.,-3%,-1%,.
Cc1cc(CNC(=O)COc2ccccc2)c2ccccc2n1,41%,-9%,81%[activator],11,-7%,-3%,-5%,-2%,2%
CC1CCCN(S(=O)(=O)c2ccc(C(=O)NC(C)c3ccccc3)cc2)C1 (stereo not drawn),.,.,1%,-9,-25%,-12%,.,4%,-5%
CCn1c(O)c(/C=N/N=C/c2ccccc2)c2ccc(C3=NNC(=O)CC3)cc21,20%,55%[activator],10%,2,-7%,-5%,0%,2%,-1%
COc1ccc2nc(NNC(=O)C3COc4ccccc4O3)sc2c1 (stereo not drawn),25%,-2%,5%,-4,7%,-7%,-4%,1%,-7%
CCOC(=O)c1ccc(NC(=O)c2c(NCc3cccs3)sc3c2CCCCC3)cc1,?,-3%,?,?,-8%[60.1 µM],79µM*,-6%,.,-3%

# Only part of the results is shown; rates above refer to the full screens.
